Screening data deposited in PubChem BioAssay by Broad Institute.
PAX8 inh HTS: lowers PAX8-driven luciferase in RMG-I cells. RMG-I TPO-luciferase reporter, SteadyGlo, 24 h. inhibition, % at 12.6 µM. 360,000 compounds, 1.2% hits. AID 652154;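 active means mean replicate inhibition at least 60% with every replicate also reaching 60%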;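 further: luciferase light reporting Pax8 driven TPO promoter activity; plate controls were median of neutral control wells for no effect and mitoxantrone controls for full effect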
Cneo AK release: Cryptococcus neoformans lysis via adenylate kinase release; C. neoformans lysis, adenylate kinase release luminescence, 4 h; normalised: neutral wells 0, clomiphene wells 100; lysis activity, % at 15 µM; AID 651654; 360,000 compounds, 0.2% hits;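 active means mean lysis activity across replicates of at least 80%, whatever share of replicates individually reach that level; inactive means mean lysis activity below 80%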
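Assay system: C. neoformans cells. Amount: yeast cell density of 5 × 10^6 cells/mL. Technique: AK luminescence. Buffer or medium: YPD. Times: static 4 h at 37 °C with compound, 1 h detection. Dosing: single-point compound dose. Read-out: lysis from increased AK signal.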
CASP6 VEID inh: inhibitors of human caspase-6. P55212. AID 686996. inhibition, % at 12.5 µM. purified caspase-6, Z-VEID-R110 cleavage fluorescence. 350,000 compounds, 0.53% hits;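 active means mean inhibition across replicates at least about 35%, with every replicate also reaching that limit, limit read from the data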;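 further: 0% = median of neutral control wells and 100% = no fluorescence left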
Target sequence (P55212 24-179 limits assumed): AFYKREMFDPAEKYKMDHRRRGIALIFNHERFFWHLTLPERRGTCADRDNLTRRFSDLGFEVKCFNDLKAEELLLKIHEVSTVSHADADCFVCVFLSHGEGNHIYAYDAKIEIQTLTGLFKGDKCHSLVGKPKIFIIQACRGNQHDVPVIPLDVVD
Target sequence (P55212 194-293 limits assumed): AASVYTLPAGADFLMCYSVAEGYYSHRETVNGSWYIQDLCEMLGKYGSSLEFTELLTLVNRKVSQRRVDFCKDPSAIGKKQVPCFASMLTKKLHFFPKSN
PGC1a acetyl inh: PGC1a acetylation modulation, inhibitor mode; U2OS PGC1a acetylation, AlphaScreen anti-acetyl-lysine; with virally co-expressed GCN5 acetyltransferase; inhibition, % at 15.6 µM; 350,000 compounds, 0.17% hits;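 active means every replicate shows inhibition of at least 40%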;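 further: 0% = neutral control wells and 100% = positive control wells; some results beyond the cut were filed as inactive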
LGR2 antag: inhibitors of bursicon-induced Drosophila LGR2 receptor cAMP signaling; inhibition, % at 9.99 µM; 380,000 compounds, 0.35% hits; HEK293 LGR2, CRE-luciferase, bursicon-stimulated, 4 h; AID 720647;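 active means drop in luminescence signal, shown as inhibition above about 50% in the replicate tests, limit read from the data, passing the limit was not always enough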;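 further: agonist challenge used bursicon conditioned medium at about half maximal strength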
EWS-Fli block: blocks EWS/Fli oncoprotein-driven transcription. A673 NR0B1-luciferase reporter, viability-normalised. inhibition, % at 12.6 µM. 350,000 compounds, 0.67% hits. AID 651661;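 active means mean inhibition of at least 50% after viability correction, with every replicate also passing that limit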;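 further: firefly luciferase signal divided by Alamar Blue viability fluorescence both relative to DMSO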
miR122 inh: blocks miR-122 activity in Huh7 sensor cells. Huh7 miR-122 Renilla luciferase sensor, 48 h; neutral wells = 0, positive control = 100. activation (reporter increase), % at 12.5 µM. 340,000 compounds, 0.3% hits. AID 602342;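 active means mean replicate activation score at least 90 and every replicate individually at or above 90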;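 further: higher luciferase means less miR-122 activity so hits act as miR-122 inhibitors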
FN deposition inh: fibronectin deposition inhibition; 350,000 compounds, 0.086% hits; inhibition, % at 12.6 µM; AH1F fibroblasts, Alexa488-fibronectin deposition fluorescence, overnight;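 active means mean inhibition across replicates of 30% or more, regardless of how many single replicates reach that level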;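 further: positive control wells lacked labelled fibronectin entirely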
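test system = AH1F fibroblasts assembling fluorescent fibronectin matrix | quantity = 10000 AH1F cells per well | buffer or medium = DMEM plus 2% serum, read in PBS | doses = single dose, pinned | incubation = 1 h cell attachment, overnight exposure to compound and label | detection = fluorescence at 485 nm excitation, 525 nm emission | read-out basis = inhibition from reduced deposited-fibronectin fluorescence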
Starred values were filed as active, the others as inactive; / = no result given; & = joins results of further samples; [ ] = remark or other dose. Hits appear at their usual frequency; overall some 2.5% were active at least once.

SMILES	PAX8 inh HTS	Cneo AK release	CASP6 VEID inh	PGC1a acetyl inh	LGR2 antag	EWS-Fli block	miR122 inh	FN deposition inh
CN1CCN(C(=O)NCC23CC4CC(CC(C4)C2)C3)CC1	-5	/	-3	2	26	14	/	-4
C[C@H](CO)N1C[C@H](C)[C@@H](CN(C)C(=O)Nc2ccc(F)cc2)Oc2c(NC(=O)Nc3ccccc3)cccc2C1=O	-1	11	3	-4	1	-7	22[16.7 µM]	/
CC(C)(C)C(=O)OCC1OC(n2cnc(C(N)=O)n2)C(O)C1O (configuration not stated)	/	0	/	15	21	/	9	/
Cc1ccc(S(=O)(=O)N2CCCOC2CNC(=O)C(=O)NCCN2CCOCC2)cc1 (configuration not stated)	/	2	-2	/	-2	-10	0	-14
Clc1ccc(CO/N=C2\CCCc3nonc32)cc1	/	-1	/	/	-22	/	8	4
O=C(CCc1ccc(Oc2cc([N+](=O)[O-])cc([N+](=O)[O-])c2)cc1)NC1CCCC1	25	0	3	-11	6	27	23	/
COc1ccc(NC(=O)CNC(=O)Cc2cccc3ccccc23)cc1	-10	0	0	4	-17	2	4	-5
O=C(CN(c1ccc2c(c1)OCCO2)S(=O)(=O)c1ccccc1)NCc1ccc(Cl)cc1	-16	2	-1	-6	7	17	7	8
C[C@@H]1CCCCO[C@H](CN(C)S(=O)(=O)c2cccs2)[C@H](C)CN([C@@H](C)CO)C(=O)c2cc(NS(=O)(=O)c3ccc(F)cc3)ccc2O1	21	-3	-1	-11	8	4	-7[16.7 µM]	2
Cc1ccc(S(=O)(=O)N(C)C)cc1NC(=O)COc1ccccc1C(=O)Nc1ccccc1	13	-1	3	/	-9	11	/	2

3 of the entries above in order of the PGC1a acetyl inh value, high to low.
| structure | CASP6 VEID inh | PGC1a acetyl inh | LGR2 antag | miR122 inh |
| --- | --- | --- | --- | --- |
| CC(C)(C)C(=O)OCC1OC(n2cnc(C(N)=O)n2)C(O)C1O (configuration not stated) | / | 15 | 21 | 9 |
| COc1ccc(NC(=O)CNC(=O)Cc2cccc3ccccc23)cc1 | 0 | 4 | -17 | 4 |
| O=C(CN(c1ccc2c(c1)OCCO2)S(=O)(=O)c1ccccc1)NCc1ccc(Cl)cc1 | -1 | -6 | 7 | 7 |

(next part)
SMILES	PAX8 inh HTS	Cneo AK release	CASP6 VEID inh	PGC1a acetyl inh	LGR2 antag	EWS-Fli block	miR122 inh	FN deposition inh
CCNC(=O)[C@H]1[C@H](CO)[C@H]2Cn3c(ccc(-c4ccccc4)c3=O)[C@@H]1N2C(=O)CC1CC1	/	/	-1	11	5	6	/	/
CCC(NC(=O)c1ccccc1NC(=O)c1ccccc1)C(=O)O (configuration not stated)	/	0	0	-6	-7	/	0	/
COC(=O)CSc1nc2cc(Cl)ccc2c(=O)n1C1CCCC1	/	-1	/	8	/	/	16	5
CC1Cc2ccccc2N1C1=NS(=O)(=O)c2ccccc21 (configuration not stated)	/	0	/	2	-8	-27	/	/
COc1cccc(C(=O)Nc2nnc(-c3ccc(OC)cc3OC)s2)c1	-3	12	1	/	9	-8	/	-1
Cc1ccc(C2(CCNCc3ccc(N(C)C)cc3)CCOC(C(C)C)C2)cc1 (configuration not stated)	3	/	5	0	15	-7	3	-3
O=C(c1cccc(N2C(=O)C3C4C=CC(C4)C3C2=O)c1)N1CCN(c2ccccc2Cl)CC1 (configuration not stated)	20	-14	3	4	7	/	/	4
C[C@@H](NC(=O)C1(c2ccccc2)CCN(C(=O)OC(C)(C)C)CC1)C(=O)N[C@@H](C(=O)O)c1ccccc1	/	-2	0	3	-30	7	-3	/
CC(=O)c1ccc(NS(=O)(=O)c2ccc3c(c2)CCC(=O)N3)cc1	14	2	3	-2	-8	2	0	3
COC(=O)[C@@]1(Cc2ccc(F)cc2)[C@H]2c3cc(C(=O)N4CCCC4)n(CCSCCO)c3C[C@H]2CN1C(=O)c1ccccc1	-55	/	4	/	-4	5	/	3

Next section, starting with the last 2 of the part before.
SMILES	PAX8 inh HTS	Cneo AK release	CASP6 VEID inh	PGC1a acetyl inh	LGR2 antag	EWS-Fli block	miR122 inh	FN deposition inh
CC(=O)c1ccc(NS(=O)(=O)c2ccc3c(c2)CCC(=O)N3)cc1	14	2	3	-2	-8	2	0	3
COC(=O)[C@@]1(Cc2ccc(F)cc2)[C@H]2c3cc(C(=O)N4CCCC4)n(CCSCCO)c3C[C@H]2CN1C(=O)c1ccccc1	-55	/	4	/	-4	5	/	3
CC(C)N(C(=O)NC(=O)Nc1ccccn1)S(C)(=O)=O	-2	-1	-7	-1	/	-43	-6	-2
C[C@H](CO)N1C[C@H](C)[C@H](CN(C)C(=O)c2ccccc2)Oc2ncc(Br)cc2C1=O	-12	1	0	-10	2	-2	8[16.7 µM]	/
CCCNC(=O)N1[C@H](CO)[C@@H]2c3ccccc3N(C(=O)C3CCOCC3)C[C@@H]21	-1	-5	1	1	-3	2	3[16.7 µM]	/
C[C@@H]1CN([C@H](C)CO)S(=O)(=O)c2ccc(-c3cncnc3)cc2O[C@@H]1CN(C)C(=O)NC1CCCC1	-23	2	-2	3	16	-9	3[16.7 µM]	2
Cc1ccc(S(=O)(=O)N(C)C)cc1NC(=O)CN1CCCC1	5	/	-2	/	-6	-6	-9	4
COc1ccc(CNc2ccc(S(=O)(=O)N3CCN(C)CC3)cn2)cc1OC	/	1	-5	-1	-2	-2	-5	1
O=C(C[C@H]1C[C@@H]2c3cc(NC(=O)NC4CCCC4)ccc3O[C@@H]2[C@@H](CO)O1)NCc1cccnc1	12	/	1	/	1	-4	/	-6
CCCNC(=O)Nc1ccc2c(c1)C(=O)N(C)C[C@H](OC)[C@H](C)CN(Cc1ccncc1)[C@H](C)CO2	7	-1	/	2	10	1	11[16.7 µM]	13
O=C(O)C1CCN(c2nc(-c3ccccc3)c3cc(Br)ccc3n2)CC1	-1	-2	11	/	-17	0	-4	3
COc1ccc(NC(=O)CN2CCC(NC(=O)c3ccco3)CC2)c([N+](=O)[O-])c1	10	-2	-1	/	-4	0	/	6
COCCN(C(=O)COc1ccccc1)c1nnc(-c2cccnc2)s1	/	3	/	0	/	/	0	5
COc1ccc(N2CCN(C(=O)CN3C(=O)NC4(CCCc5ccccc54)C3=O)CC2)cc1 (configuration not stated)	-1	/	-1	/	8	-2	-4	1
COc1ccc2c(C)cc3nncn3c2c1	8	/	0	0	/	13	0	0
CCCCN(C)c1c(C)nc2ccc(C(=O)NCc3ccc4c(c3)OCO4)cn12	4	-1	-1	4	5	-3	-3	7
CCC1(CC)Cc2ccccc2C(=C(C#N)C#N)N1	-8	0	/	-24	/	/	5	7
COc1ccc(CNc2nc3c(c(=O)n(Cc4ccc(F)cc4)c(=O)n3C)n2C)cc1	71*	-2	6	-3	15	/	-2	5
Cc1noc(C)c1NC(=O)N(C)C[C@@H]1Oc2c(NS(=O)(=O)c3ccccc3)cccc2C(=O)N([C@@H](C)CO)C[C@@H]1C	-7	-53	-5	4	-12	-18	0[16.7 µM]	/
O=C1NCCN(Cc2ccc(-c3ccccc3)cc2)C1CC(=O)N1CCN(CCO)CC1 (configuration not stated)	0	/	17	2	9	4	-4	-5
COCCNc1ncnc2c1ncn2[C@H]1CN(CCc2ccccc2)C[C@@H](CO)O1	9	-1	-1	-1	-1	6	-1	4
Cc1nc(NCCC(C)C)c2nnn(Cc3ccccc3)c2n1	-1	2	0	-11	-14	0	4	-4
CCCCN(C)C(=O)c1nc2ccccn2c1CNC1CCC1	-4	0	-1	/	-1	4	-2	-5
O=C(CSc1nn(-c2ccc(F)cc2)c(=S)s1)NCC1CCCO1 (configuration not stated)	-18	/	-2	/	8	4	/	15
COc1cc(Cc2cnc(N)nc2N)cc(OC)c1OC	-10&0	0&-1	2&3	-4	11&-1	-10&-3	-6&2	-7&-3
CCOc1ccc(NC(=O)CSc2nnnn2-c2ccc(C(N)=O)cc2)cc1	0	-4	1	5	14	7	/	3
CC(=O)NCCCOc1ccc([N+](=O)[O-])cc1Cl	-31	-3	-1	/	1	-28	-1	8
COc1cc(C(=O)NN=C2c3ccccc3-c3ccccc32)cc(OC)c1OC	14	/	-1	/	-3	59*	/	-7
CCCCN(C)S(=O)(=O)c1cc2c3c(c1)CCC(=O)N3CCC2	-1	1	-4	-2	-2	13	-3	-3
COCCNC(=S)NNC(=O)c1cccs1	-5	2	1	-3	-6	3	-7	/
CCc1nc2c(OCC=C(C)C)cccn2c1N(C)C(=O)c1ccc(OC)cc1	-21	0	6	/	0	2	-2	1
O=C1NC[C@H](CCCCN2CCN(CC3CCCCC3)C(=O)C2=O)N(CCc2ccccc2)C1=O	1	/	-1	/	-9	1	/	8
O=C(NC(=S)N1CCCCC1c1cccnc1)c1ccccc1 (configuration not stated)	/	8	-1	3	0	10	2	/
COc1cc(Br)cc(CN2CCN(C=O)CC2)c1O	/	1	-5	2	1	9	0	/
C[C@H](CO)N1C[C@H](C)[C@H](CN(C)C(=O)c2ccccc2F)Oc2cc(-c3ccc(F)cc3)ccc2S1(=O)=O	/	-1	-3	-7	1	-4	0[16.7 µM]	-9
O=C(Nc1ccc(C(=O)N2CCOCC2)cc1)Nc1cccc(C(F)(F)F)c1	-18	-13	1	20	23	/	13	2
O=C(C[C@@H]1C=C[C@@H](NC(=O)Nc2ccc(F)cc2)[C@@H](CO)O1)NCc1cccc(F)c1	/	-6	-3	-10	10	3	/	-13
O=C(NCCc1ccccc1F)C1C(=O)Nc2ccccc2C(=O)N1C1CCCCC1 (configuration not stated)	-10	/	-2	/	-15	-4	/	9
CN(C(=O)c1cccc(NC(=O)Cc2cccc(NC(=O)C3CCN(S(=O)(=O)c4cccc([N+](=O)[O-])c4)CC3)c2)c1)C1CC1	-1	1	0	/	-1	4	/	/
Cc1ccccc1CN(C)C[C@@H]1OCc2cnnn2CCCC(=O)N([C@H](C)CO)C[C@@H]1C	/	18	0	-7	-8	-6	2[16.7 µM]	2
Cc1[nH]nc2c1C(c1ccsc1)C1=C(CC(C)(C)CC1=O)N2 (configuration not stated)	-33	/	0	-4	-52	-13	/	-1
Cc1onc(-c2ccccc2Cl)c1C(=O)OCC(=O)N1CCCCC1	-16	-1	-2	-3	11	-4	-1	-1
COc1ccc(-c2nc(C3CCCCC3)no2)cc1OC	/	-9	1	-1	-78	-77	-4	/
CC(=O)N1C=CN(C(C)=O)C(c2cn(C)c3ccccc23)C1c1cn(C)c2ccccc12 (configuration not stated)	/	0	/	6	4	/	-5	/
COc1ccc(CCC(=O)OCC(=O)Nc2sccc2C#N)cc1	0	-7	1	9	5	1	/	11
COc1cc(/C=C/c2nc3ccccc3c(=O)[nH]2)cc(OC)c1OC	-44	-1	1	/	0	-41	1	/
CCN(CC)c1ccc(NC(=O)COC(=O)C23CCC(=O)N2c2ccccc2S3)cc1 (configuration not stated)	10	-4	/	2	/	/	/	0
CN(C)c1ccc(N=Nc2ccc(S(N)(=O)=O)cc2)cc1	-195	-4	5	-3	-64	/	-9	3
CCOC(=O)N1CCC(Nc2c(-c3ccccc3)c(=O)c2=O)CC1	/	2	/	11	/	/	-2	-8
C/C(=N\NC(=O)CNc1cccc(C)c1)c1ccc(Br)s1	12	1	0	0	9	-7	-8	4
O=C(CNC(=O)c1ccncc1)N/N=C/c1ccc(O)cc1O	-1	1	2	-5	-14	2	-4	7
O=[N+]([O-])c1cc(Br)ccc1NS(=O)(=O)c1ccccc1	4	3	1	-5	1	6	4	-6
CCN(CC)CC(O)Cn1c(-c2cccc(Cl)c2)nc2cc(C)c(C)cc21 (configuration not stated)	-39	/	-1	-6	-60	-67	/	7
